# PLK1 PBD inh: blocks phosphopeptide binding to human PLK1 polo-box domain; hit rate 2.8% among 360,000; Plk1 PBD binding of FITC phosphopeptide, fluorescence polarization; Potency, µM, inactives show max response, negative = inhibition, actives largely listed as inhibitors; also: potency is read from the fitted curve at half-maximal effect; series mostly up to about 57 µM; % is scaled to controls: 0 for no effect and ±100 for the full control effect; nearly all actives have a fitted effect of over 65% in size
# CCT modulator: cytosolic chaperonin activity modulation; purified chaperonin ATPase assay, HTRF ADP detection, 30 min; activity change, % (test concentration not listed), hits read low; hit rate 0.3% among 360,000; AID 651819; in the data active = activity change below about -30%; also: % is scaled to controls: 0 for no effect and ±100 for the full control effect
#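 TRiC at 40 or 20 nM final (batch-dependent) in 30 mM Tris pH 7.4, 100 mM KCl, 5 mM MgCl2, 1 mM DTT, with compound at single 76 uM and 10 uM ATP, 30 min at 37 deg C. ADP detected by HTRF Transcreener, 665/615 ratio.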
# EPAC2 ag: agonists of human EPAC2 (RAPGEF4); EPAC2 activation, biochemical qHTS; response scale: 100% = 6.5 mM cAMP response; Potency, µM (top dose mostly 154 µM), for the others: at the highest dose activation, usual class: activators; hit rate 0.079% among 360,000; AID 720711; also: potency is read from the fitted curve at half-maximal effect; nearly all actives have a fitted effect of over 50% in size
# Target sequence (Q8WZA2 whole entry, looked up): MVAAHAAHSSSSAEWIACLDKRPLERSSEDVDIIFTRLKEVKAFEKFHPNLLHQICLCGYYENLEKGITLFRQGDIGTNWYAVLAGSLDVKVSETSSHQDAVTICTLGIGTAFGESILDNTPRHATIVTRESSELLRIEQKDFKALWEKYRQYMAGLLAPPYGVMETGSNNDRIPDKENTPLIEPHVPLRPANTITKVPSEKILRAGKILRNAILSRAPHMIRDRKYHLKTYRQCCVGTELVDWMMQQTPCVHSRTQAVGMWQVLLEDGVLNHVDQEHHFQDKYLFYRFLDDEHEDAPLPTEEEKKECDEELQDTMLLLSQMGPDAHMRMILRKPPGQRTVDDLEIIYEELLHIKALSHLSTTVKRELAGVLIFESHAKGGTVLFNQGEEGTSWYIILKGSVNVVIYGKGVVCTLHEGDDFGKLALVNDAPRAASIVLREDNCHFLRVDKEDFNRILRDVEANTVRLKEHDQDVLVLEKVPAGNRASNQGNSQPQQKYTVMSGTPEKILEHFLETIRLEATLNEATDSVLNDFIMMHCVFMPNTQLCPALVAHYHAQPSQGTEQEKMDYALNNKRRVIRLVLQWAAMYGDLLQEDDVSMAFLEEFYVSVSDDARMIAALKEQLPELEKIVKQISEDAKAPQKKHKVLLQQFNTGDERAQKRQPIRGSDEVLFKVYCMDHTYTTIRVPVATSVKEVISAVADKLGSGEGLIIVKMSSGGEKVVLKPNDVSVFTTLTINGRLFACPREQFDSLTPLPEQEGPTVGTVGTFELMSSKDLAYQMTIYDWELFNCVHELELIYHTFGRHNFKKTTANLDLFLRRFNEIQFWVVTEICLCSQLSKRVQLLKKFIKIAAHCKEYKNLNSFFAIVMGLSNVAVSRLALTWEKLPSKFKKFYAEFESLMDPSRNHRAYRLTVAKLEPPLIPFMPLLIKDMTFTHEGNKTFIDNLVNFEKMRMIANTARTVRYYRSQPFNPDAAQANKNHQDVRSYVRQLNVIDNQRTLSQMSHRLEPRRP
#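 qHTS, titration series. 100 nM EPAC2 / 250 nM Rap1B-BODIPY-GDP / 50 uM GDP; RT; ex 480/em 540 nm, 5-min reads to 30 min. Norm. to 6.5 mM cAMP = activation.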
# IL-2 act: activates IL-2 in a cell-based reporter assay; IL-2 activation reporter assay, cell-based qHTS; stimulated with anti-CD3/CD4/CD28 beads; in transgenic mouse T cells; activation, % (series mostly up to about 46 µM); hit rate 0.065% among 360,000; in the data active = activation above about 50%; inconclusive = mostly about 30% to 49%; also: 0% is about no effect
#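 Unstimulated transgenic mouse T cells, 750 per well, received compound and, after 60 minutes, anti-CD3/anti-CD4 bead plus anti-CD28 stimulation. EGFP and DsRed were quantified after 18 hours.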
# WRN helicase inh: inhibitors of human WRN helicase. AID 651768. Potency, µM (highest dose often 114 µM), for inactives: top-dose activity change, negative = inhibition, hits mostly inhibitors. Q14191. hit rate 0.46% among 360,000. WRN helicase unwinding, fluorescent forked duplex, kinetic; also: potency is read from the fitted curve at half-maximal effect; % is scaled to controls: 0 for no effect and ±100 for the full control effect; nearly all actives have a fitted effect of over 55% in size
#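 Enzyme (20 nM final) and test compound sit together 15 min at room temperature before substrate addition. Substrate is a single-forked duplex oligonucleotide (100 nM) labelled with fluorophore and quencher, with 2 mM ATP; helicase unwinding raises red fluorescence, read kinetically.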
# EPAC1 antag: antagonists of human EPAC1. EPAC1 GEF assay, Rap1b-BODIPY-GDP exchange fluorescence. Potency, µM (titrated, usually from 115 µM), for the others: at the highest dose activity change, negative = inhibition, hits mostly inhibitors. hit rate 0.14% among 360,000. AID 720709;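 also: potency is read from the fitted curve at half-maximal effect; plate controls were vehicle for no effect and positive control for full effect; nearly all actives have a fitted effect of over 50% in size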
# PI5P4Ka inh: blocks human PI5P4K alpha kinase activity; P48426; PI5P4Kalpha enzyme, ADP-Glo luminescence, 60 min; hits give low values; max response, %; hit rate 1.2% among 330,000; AID 652105; active = max response of -50% or lower; inconclusive = between -30% and -50%; inactive = -30% or higher; also: value at the top dose of about 77 µM; % is scaled to controls: 0 for no effect and ±100 for the full control effect
#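 Single end-point luminescence (ADP-Glo) quantified ADP from PI5P4Kalpha turnover; ATP 5 microM final, 1 h at RT, 0.1% CHAPS and 0.28 mM EGTA in HEPES pH 7.4.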
# EPAC1 ag: agonists of human EPAC1; O95398; EPAC1 agonist qHTS, biochemical assay; response scale: 100% = response to 6.5 mM cAMP; Potency, µM (titrated, usually from 154 µM), without a hit: at the top dose activation, hits mostly activators; hit rate 0.073% among 360,000; AID 720707; also: potency is read from the fitted curve at half-maximal effect; nearly all actives have a fitted effect of over 60% in size
#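 Normalized to 6.5 mM cAMP, activity reflects EPAC1-catalysed release of BODIPY-GDP from Rap1B, followed kinetically over 30 min at 480 nm excitation, 540 nm emission. Reaction contained 100 nM EPAC1, 250 nM Rap1B-BODIPY-GDP, 50 uM GDP.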
# An asterisk follows results filed as active; ? = inconclusive; · = no result given; [ ] = dose if it differs, or a comment. Unless noted, calls follow the shape of the dose curve; as a rule, active = well fitted curve in the direction sought with a large enough effect; inconclusive = small, poorly fitted or top-dose-only effect, or another doubt; inactive = no such curve, though single readings can be large; an effect the other way counts as inactive or inconclusive.
SMILES,PLK1 PBD inh,CCT modulator,EPAC2 ag,IL-2 act,WRN helicase inh,EPAC1 antag,PI5P4Ka inh,EPAC1 ag
CC(C)(C)NC(=O)C[C@H]1C[C@H](C(=O)N2CCOCC2)[C@@]2(C)c3[nH]c4cc(-c5ccco5)ccc4c3CCN2C1=O,-5%,-1.1,5%,-0.5,2%,-10%,-4,0%
CCCCCN1CSC(=S)N(Cc2ccccc2)C1,2%,0.4,-1%,-1.2,-11%,-2%,13,-2%
O=C(NCC1CCCO1)c1cc2ccccc2o1 (stereo not drawn),-12%,-0.7,12%,-3.9,10%,-11%,-2,2%
O=C(O)C1=C(C(=O)Nc2cccc(C(F)(F)F)c2)CCCC1,-6%,1.8,-2%,-0.9,2%,19%,0,2%
CCC1(c2ccccc2)NC(=O)N(CC(=O)Nc2cc(S(=O)(=O)N3CCCCCC3)ccc2OC)C1=O (stereo not drawn),0%,-1.4,5%,-4.0,3%,-7%,5,6%
COC(=O)C1CCN(S(=O)(=O)c2ccc(NC(C)=O)cc2)CC1,-4%,0.5,5%,2.7,3%,7%,2,-5%
Cc1ccc2nc(C(F)OC(F)(F)F)[nH]c2c1 (stereo not drawn),0%,-0.1,7%,-1.3,-2%,0%,-3,6%
O=C1CCC(OCc2ccccc2)CCN1[C@H](CSc1ccccc1)Cc1ccccc1 (stereo partly drawn),-8%,2.6,14%,-0.6,-11%,-14%,13,11%
COC(=O)C1=C(C(=O)c2ccccc2)C(c2ccc(OC)c(OC)c2)Nc2nnnn21 (stereo not drawn),-4%,-0.3,6%,0.3,-8%,-9%,2,0%
CC(=O)c1ccc(N2C(=NC(=O)COc3ccccc3)SC3CS(=O)(=O)CC32)cc1 (stereo not drawn),3%,2.2,-4%,-0.5,-7%,-7%,4,-9%
Cc1nn(CCOc2ccccc2)c(=O)n1-c1ccc(F)cc1,1%,-1.8,-8%,0.6,-4%,-4%,16,0%
CSc1nc(NS(=O)(=O)c2ccc(F)cc2F)nn1C,2%,0.2,7%,-1.5,13%,7%,-7,-5%
COc1cc(/C=C/C(=O)OCC(=O)N2CC(=O)Nc3ccccc32)ccc1O,-5%,-2.7,3%,0.2,2%,5%,-17,1%
O=C(NC(=S)Nc1ccccc1N1CCCC1)c1ccc([N+](=O)[O-])cc1,-14%,-0.6,20%,2.9,-13%,5%,4,9%
COc1ccc(COc2ccc3c(C)cc(=O)oc3c2)cc1,-2%,-0.4,9%,-0.6,-2%,-3%,7,3%
C=C1CCN([C@H](C(=O)O)C(C)C)S(=O)(=O)c2ccccc21,-28%,-1.7,8%,-0.5,-4%,-7%,-3,4%
CCc1ccc(NS(=O)(=O)c2ccc3c(c2)oc(=O)n3C)cc1,-4%,-0.5,9%,-4.2,-6%,15%,0,2%
OCCC1CN(Cc2cnc(-c3ccccc3)s2)CCN1Cc1ccccc1 (stereo not drawn),-15%,1.0,14%,-0.8,0%,-7%,5,1%
O=C(NC1CCCCC1)c1ccc(-c2ccc(Cl)cc2)o1,-13%,-6.1,2%,-4.9,-15%,-3%,0,4%
O=C(c1ccc2c(=O)n(Cc3ccc4c(c3)OCO4)c(=O)[nH]c2c1)N1CCN(c2ccccc2)CC1,-1%,1.3,5%,-1.8,-3%,11%,-4,-5%
COc1ccc2c(c1)C=C(CN1CCN(Cc3ccccc3C)C(CCO)C1)CO2 (stereo not drawn),-27%,-2.9,9%,-2.2,0%[11.6 µM],-27%,-2,2%
O=C(O)C1CCN(Cc2oc(CO)cc(=O)c2O)C1 (stereo not drawn),-10%,-3.6,13%,-2.2,4%,-1%,13,4%
CCOc1ccc(CN(C)C(C)C(=O)NCc2ccccc2)cc1 (stereo not drawn),5%,-2.0,1%,-1.1,2%,-7%,-1,3%
COc1ccccc1N1CC(C(=O)Nc2ccc(S(=O)(=O)N3CCOCC3)cc2)CC1=O (stereo not drawn),-2%,-0.8,-7%,3.8,-10%,0%,-21,6%
CCCNc1c(NS(=O)(=O)c2ccc(C(C)(C)C)cc2)c(=O)oc2ccccc12,7%,-1.2,1%,-0.3,2%,-8%,13,2%
# Further entries.
SMILES,PLK1 PBD inh,CCT modulator,EPAC2 ag,IL-2 act,WRN helicase inh,EPAC1 antag,PI5P4Ka inh,EPAC1 ag
CCCSc1nnc(-c2cnn(-c3ccccc3)c2-n2cccc2)n1C,-1%,-0.3,-11%,-3.8,-3%,-1%,-1,-5%
COCCCNc1nc(N)c([N+](=O)[O-])c(Nc2ccccc2OC)n1,-6%,0.6,1%,-4.4,-25%,2%,-2,9%
CC(=O)c1c(C(C)=O)c(C)n(-c2nc(-c3ccc(Br)cc3)c(C)s2)c1C,-4%,-1.0,7%,-1.3,-6%,2%,0,6%
COC(=O)c1c(C)oc2c1cc(NS(=O)(=O)c1cccs1)c1ccccc12,-20%,-1.0,1%,-2.8,-7%,-8%,-12,5%
CCC(=O)NCCCOc1ccccc1,-7%,-2.5,4%,-1.6,6%,29%,·,4%
N/C(=N\OC(=O)c1ccccc1Cl)c1ccccn1,-1%,-2.3,4%,3.0,1%,-1%,·,5%
COc1ccc2c(c1)SC(C)CC2=O (stereo not drawn),-2%,0.7,-1%,0.0,-3%,-15%,1,0%
C=CCn1c(-c2ccc(Cl)cc2)cnc1SC(C)C(N)=O (stereo not drawn),-13%,-1.0,13%,-0.2,7%,-1%,3,6%
NS(=O)(=O)c1ccc(CNC(=O)c2ccc3c(=O)n4c(nc3c2)CCC4)cc1,4%,-3.0,-6%,-0.3,13%,-13%,-2,3%
COc1ccc(C(=O)c2ccc3oc(-c4ccc(OC)cc4)c(C#CCCO)c3c2)cc1,-7%,0.4,8%,-0.4,4%,-27%,0,-4%
CS(=O)(=O)N1CCC(C(=O)Nc2ccc(F)cc2F)CC1,-1%,1.2,5%,-1.0,3%[57.1 µM],-10%,1,0%
CCCC1(C(=O)OCC)NC(c2ccc(O)cc2)C2C(=O)N(c3ccc4c(c3)OCCO4)C(=O)C21 (stereo not drawn),-7%,-4.0,8%,-1.6,-1%,3%,·,3%
COc1ccccc1CCC(=O)Nc1ccc(S(=O)(=O)Nc2nccs2)cc1,-7%,-0.9,-2%,0.3,-6%,-4%,2,4%
CC1(C)CN2C(=S)N(c3ccccc3)C(c3ccccc3)N2C1 (stereo not drawn),-1%,-1.5,16%,10,-12%,-4%,3,2%
CCOc1ccc(NC(=S)N(CCc2c(C)[nH]c3ccc(C)cc23)Cc2cccnc2)cc1,7%,-0.4,3%,-1.9,-3%,-9%,1,-1%
Cc1ccc(C(C)NC(=O)c2ccncc2)c(C)c1 (stereo not drawn),-10%,-1.5,9%,-3.6,1%,-6%,1,9%
OC(c1cc(C(F)(F)F)nc2c(Cl)cc(Cl)cc12)C1CCCCN1 (stereo not drawn),4%,-0.1,5%,-1.0,0%[57.1 µM],-2%,-2,-2%
CCOC(=O)c1c(C)[nH]c(C)c1C(=O)COC(=O)CCOc1ccccc1OC,?,0.2,0%,0.1,-5%,-18%,4,13%
Oc1c(C(Nc2cccc(C(F)(F)F)c2)c2ccncc2)ccc2cccnc12 (stereo not drawn),?,-2.1,2%,-0.7,-11%,-18%,-7,6%
COc1ccc(CCNC(=O)C2CCN(S(=O)(=O)c3cccs3)CC2)cc1OC,-7%,1.4,4%,0.2,-1%,2%,-3,11%
COc1cc(C(=O)N2CCN(C)CC2)cc(OC)c1OC,4%,-1.2,3%,0.3,7%,20%,-2,8%
COC(=O)c1cc(C(=O)OCC(=O)N(C)c2ccccc2)cc([N+](=O)[O-])c1,-2%,-0.1,4%,3.6,-5%,-3%,6,8%
NC1=NS(=O)(=O)NC1c1cccc(F)c1 (stereo not drawn),0%,-0.7,3%,-0.4,-5%,-17%,0,-5%
CC(C)(C)c1ccccc1NC(=O)c1ccco1,7%,-5.4,5%,-0.6,1%[57.1 µM],3%,·,5%
CC(C)c1cc(=O)n2[nH]c(SCc3ccc(Cl)cc3)nc2n1,-7%,-1.4,6%,-0.2,3%,-8%,-3,4%

# Next part (3 carried over from the part before).
SMILES,PLK1 PBD inh,CCT modulator,EPAC2 ag,IL-2 act,WRN helicase inh,EPAC1 antag,PI5P4Ka inh,EPAC1 ag
NC1=NS(=O)(=O)NC1c1cccc(F)c1 (stereo not drawn),0%,-0.7,3%,-0.4,-5%,-17%,0,-5%
CC(C)(C)c1ccccc1NC(=O)c1ccco1,7%,-5.4,5%,-0.6,1%[57.1 µM],3%,·,5%
CC(C)c1cc(=O)n2[nH]c(SCc3ccc(Cl)cc3)nc2n1,-7%,-1.4,6%,-0.2,3%,-8%,-3,4%
CCC(C)(C(=O)NC1CCCCC1)N(C(=O)Cc1cccs1)c1ccccc1 (stereo not drawn),-11%,-2.9,7%,-2.1,-21%,?,3,12%
Cc1ccc(-c2csc(N(Cc3ccco3)C(=O)c3cccs3)n2)cc1,-2%,-1.1,9%,-0.1,-7%,-16%,30,14%
CCN(CC(=O)Nc1ccc(NC(C)=O)cc1)C(=O)c1c(-c2c(F)cccc2Cl)noc1C,3%,-1.4,8%,2.9,-20%,4%,1,-5%
CSc1nnc(-c2sc3cc(Cl)ccc3c2Cl)n1C,0%,-1.6,-21%,0.8,4%,-3%,·,-9%
COC(=O)c1ccccc1OCc1cccc(C)n1,-13%,-0.7,-3%,-2.5,7%,4%,-2,-1%
CCn1c(=O)cc(SCC(=O)N2CCOCC2)c2ccccc21,-4%,-0.6,1%,-4.0,8%,3%,·,0%
O=C(CCN1C(=O)/C(=C/C=C/c2ccccc2)SC1=S)Nc1cccnc1,-16%,-0.3,-2%,69*,?,-3%,-21,12%
COc1ccc(CCNC(=O)C(=O)NCC2OCCN2S(=O)(=O)c2ccc(C)cc2)cc1OC (stereo not drawn),-10%,-0.7,4%,-4.4,3%,-1%,4,4%
CCCCNc1c(-c2ccc(SC(C)CC)cc2)nc2ccc(Cl)cn12 (stereo not drawn),-9%,-2.3,10%,1.3,0%,-5%,8,7%
CCOC(=O)C1=C(N)N(c2cc(S(=O)(=O)N3CCOCC3)ccc2Cl)C(=O)C1,?,-2.1,1%,-2.7,0%,-16%,-12,11%
Cc1ccc(-c2cc(C(=O)Nc3ccc(S(=O)(=O)N4CC(C)OC(C)C4)cc3)[nH]n2)c(O)c1 (stereo not drawn),-4%,0.5,1%,0.9,?,?,-18,-6%
Cc1cc(=O)[nH]c(Nc2ccccc2C)n1,4%,-5.1,6%,-5.0,8%,-4%,-3,-9%

# Screening data: PubChem BioAssay, National Center for Advancing Translational Sciences (NCATS)

# Some of the compounds tested. The share of hits here may be higher or lower than overall.
